NCOA3 inh – human NCOA3 inhibition; inhibition, % at 3.6 µM; HEK293 GAL4-SRC3 luciferase reporter, luminescence; 0.17% of 360,000 active;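 active = inhibition above a per-campaign cutoff, the mean of all compounds plus 3 SD, cut at about 60% in these data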;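 also: 0% = DMSO-treated cells and 100% = gossypol-treated cells at 36 µM; higher means less SRC3-driven luciferase light from the GAL4 reporter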
TLR9-MyD88 inh – inhibitors of human TLR9-MyD88 binding | Q9NR96+Q99836 | CHO BLA complementation TLR9-MyD88, CCF4 FRET ratio | 0.21% of 340,000 active | inhibition, % at 4.98 µM;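 active = inhibition above the mean over all tested compounds plus 3 SD, cut at about 21% in these data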;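 also: 0% = DMSO only wells and 100% = clavulanate BLA inhibitor control wells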
MC4R barr agon – agonists of human melanocortin 4 receptor (MC4R) beta-arrestin; U2OS MC4R beta-arrestin complementation, luminescence; percent of melanotan II response, DMSO zero; P32245; activation, % at 8.9 µM; 0.98% of 360,000 active;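 active = activation above a per-plate cutoff, the mean activation of sample wells on that plate plus 3 SD, cut at about 8% in these data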
Target sequence (P32245 whole entry, looked up): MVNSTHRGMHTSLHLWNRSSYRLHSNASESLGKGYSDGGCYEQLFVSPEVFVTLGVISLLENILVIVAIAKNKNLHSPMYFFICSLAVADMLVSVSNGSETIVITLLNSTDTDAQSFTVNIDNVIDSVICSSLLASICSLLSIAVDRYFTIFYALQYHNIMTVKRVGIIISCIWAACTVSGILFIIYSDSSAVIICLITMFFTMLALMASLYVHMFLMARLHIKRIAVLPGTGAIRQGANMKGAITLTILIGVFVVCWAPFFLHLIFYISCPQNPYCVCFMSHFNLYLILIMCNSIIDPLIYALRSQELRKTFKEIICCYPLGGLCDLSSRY
MC4R antagonist – antagonists of human melanocortin 4 receptor (MC4R); P32245; MC4R-expressing cells, MTII-stimulated cAMP, LANCE TR-FRET; inhibition, % at 6.5 µM; 0.48% of 360,000 active; AID 540295;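 active = inhibition above its plate's cutoff, the mean of tested wells on that plate plus 3 SD, cut at about 29% in these data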;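 also: 0% = Melanotan II alone and 100% = Melanotan II plus saturating MCL0020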
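material = U2OS cells stably expressing human melanocortin 4 receptor (MC4R) | also added = Melanotan II challenge | dosing = single nominal compound dose of 6.5 µM | detection = TR-FRET with Eu-cAMP and labeled anti-cAMP, 671 nm | replication = singlicate | timing = compound 30 min, challenge 1 h, detection 1 h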
NR5A2 inv ag – suppresses constitutive activity of human LRH-1 | HEK293T StAR-luciferase reporter, LRH-1 transfected, 24 h | inhibition, % at 3.6 µM | 0.13% of 360,000 active | AID 602396;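 active = inhibition above the mean inhibition of all tested compounds plus 3 SD, cut at about 73% in these data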;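 also: 0% = DMSO wells and 100% = reporter-only cells lacking LRH-1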
Target sequence (O00482 whole entry, looked up): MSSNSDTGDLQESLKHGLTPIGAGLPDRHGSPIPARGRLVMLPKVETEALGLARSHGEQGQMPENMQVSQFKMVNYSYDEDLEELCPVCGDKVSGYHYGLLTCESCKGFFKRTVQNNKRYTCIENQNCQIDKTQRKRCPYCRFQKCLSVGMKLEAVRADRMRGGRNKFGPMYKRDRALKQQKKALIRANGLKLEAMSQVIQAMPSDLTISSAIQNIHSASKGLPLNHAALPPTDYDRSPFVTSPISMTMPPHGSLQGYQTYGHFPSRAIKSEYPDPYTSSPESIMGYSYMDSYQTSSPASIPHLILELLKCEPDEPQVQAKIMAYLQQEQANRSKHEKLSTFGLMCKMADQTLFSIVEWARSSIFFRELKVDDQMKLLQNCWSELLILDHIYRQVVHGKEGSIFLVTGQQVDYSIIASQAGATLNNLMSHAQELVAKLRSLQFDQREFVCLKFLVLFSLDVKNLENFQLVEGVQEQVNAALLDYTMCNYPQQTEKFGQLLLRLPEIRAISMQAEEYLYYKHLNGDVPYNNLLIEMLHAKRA
LMP1 NFkB inh – reduces LMP1-driven NF-kappaB luciferase signal | LMP1-induced NF-kappaB luciferase reporter cells, luminescence | AID 504558 | inhibition, % at 12.5 µM | 0.69% of 350,000 active; in the data active = inhibition above about 41%;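 also: 0% = neutral control wells and 100% = reference inhibitor control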
ABHD5-PLIN5 inh – inhibitors of human ABHD5-perilipin-5 interaction; Split G. princeps luciferase complementation, luminescence, 4 h; inhibition, % at 4 µM; 0.78% of 360,000 active;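 active = inhibition above the mean inhibition across every tested compound plus 3 SD, cut at about 22% in these data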;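 also: 0% = DMSO only wells and the 100% control is not disclosed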
SRC2 inh – inhibits human steroid receptor coactivator 2. Q15596. HEK293 GAL4-SRC2 luciferase reporter, luminescence. inhibition, % at 9 µM. 0.17% of 370,000 active. AID 651957;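 active = inhibition above the mean inhibition of all tested compounds plus 3 SD, set per campaign, cut at about 52% in these data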;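 also: 0% = DMSO treated cells and 100% = cells given Gossypol at 36 µM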
NR2F2 inh – inhibitors of human COUP-TFII (NR2F2); inhibition, % at 8.6 µM; HEK293T NGFI-A luciferase reporter, luminescence; AID 686940; 0.7% of 370,000 active; P24468;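 active = inhibition above a per-plate cutoff, mean inhibition of test wells between control levels plus 3 SD, cut at about 38% in these data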;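 also: cells cotransfected with COUP-TFII expression vector driving the NGFI-A reporter; 0% = median of COUP-TF2 test wells and 100% = reporter-only cells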
NCOA1 inh – inhibitors of human steroid receptor coactivator 1 (SRC1); 0.12% of 360,000 active; inhibition, % at 3.6 µM; Q15788; HEK293 GAL4-SRC1 luciferase reporter, luminescence;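 active = inhibition above the campaign mean plus 3 SD, with each screening campaign given its own cutoff, cut at about 60% in these data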;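 also: 0% = DMSO treated cells and 100% = gossypol at 36 µM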
NOD2 RIPK2 PPI – inhibitors of human NOD2-RIPK2 interaction | O43353 | CHO BLA complementation NOD2-RIPK2, CCF4 ratio | inhibition, % at 4.98 µM | 0.38% of 360,000 active; in the data active = inhibition above about 21%;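 also: 0% = vehicle only and 100% = reference blocker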
* hit, by the source's call; . = not tested or not shown. An excerpt; rates above refer to the full screens.

#1 NS(=O)(=O)c1ccc(CCNc2nc(CN3CCCCC3)nc3sc4c(c23)CCC4)cc1
#2 O=C(COc1ccc(N2CC(C(=O)O)CC2=O)cc1)Nc1cccc(C(F)(F)F)c1 (stereo unspecified)
#3 C=Cn1cc[n+](CC(=O)c2ccc(Cl)cc2)c1
#4 CC(=O)c1ccc(NC(=O)C(C)OC(=O)c2ccc3c(c2)nc(C)n3-c2ccccc2)cc1 (stereo unspecified)
#5 Cc1cc(=S)cc(C)n1CCCO
#6 Cc1nnsc1C(=O)N/N=C/c1ccc2ccccc2c1O
#7 CN(C)CC(C)(C)CNC(=O)c1cc(=O)c2ccccc2o1
#8 Cc1ccc(C(=O)OCC(=O)N2CC(C)CC(C)C2)cc1S(=O)(=O)N1CCCCC1 (stereo unspecified)

assay / entry	1	2	3	4	5	6	7	8
NCOA3 inh	-8	13	-9	-12	7	84*	10	-12
TLR9-MyD88 inh	1	-2	2	-4	6	4	3	-9
MC4R barr agon	-1.6	1.3	-1.2	-0.9	0.2	-2.8	0.3	-0.4
MC4R antagonist	5	11	3	-4	6	2	9	6
NR5A2 inv ag	-19	8	16	-19	3	-14	-7	12
LMP1 NFkB inh	-14	4	-3	-9	-7	48*	-2	-2
ABHD5-PLIN5 inh	4	3	2	6	-1	1	7	0
SRC2 inh	-53	-16	-15	-30	-15	18	-28	4
NR2F2 inh	3	4	-17	-27	-13	4	-4	-12
NCOA1 inh	-5	6	18	-62	-5	81*	7	-6
NOD2 RIPK2 PPI	-4	-5	-2	3	-2	-1	8	-6

#9 COCCn1nnnc1C(CC(C)C)N1CCN(c2cccc(OC)c2)CC1 (stereo unspecified)
#10 Cc1cc(C(=O)NCCC2=CCCCC2)no1
#11 O=C(C1=C[C@H](c2csc3ccccc23)C[C@H](OCc2ccc(CO)cc2)O1)N1CCN(Cc2ccc3c(c2)OCO3)CC1
#12 CCOC(=O)N1CCN(C(=O)Nc2ccc(Cl)cc2Cl)CC1
#13 C=CCn1c(=O)c(C(=O)NCCN(CC)CC)c(O)c2ccccc21
#14 O=C(COC(=O)c1cc(S(=O)(=O)NCc2ccccc2)ccc1O)c1cc2ccccc2o1
#15 CCC(C)NC(=O)Cn1c(=O)n(-c2ccccc2)c(=O)c2ccc(C(=O)NCc3ccco3)cc21 (stereo unspecified)
#16 NC(=O)CSc1nnc(COc2ccccc2)n1C1CCCCC1

assay / entry	9	10	11	12	13	14	15	16
NCOA3 inh	21	-56	-23	-16	13	-20	8	22
TLR9-MyD88 inh	-7	0	-4	-5	-3	17	-1	-12
MC4R barr agon	3.4	-2.1	-0.8	-0.7	1.0	1.7	-2.1	-1.5
MC4R antagonist	-5	4	11	18	2	5	-3	5
NR5A2 inv ag	-12	-22	-3	2	3	4	3	8
LMP1 NFkB inh	8	-13	-3	5	2	5	32	-4
ABHD5-PLIN5 inh	-1	-1	18	4	-4	-2	-5	-1
SRC2 inh	-1	-26	-3	-11	-8	0	-22	7
NR2F2 inh	10	-20	8	13	14	2	-13	0
NCOA1 inh	11	-51	-12	4	0	-30	-5	-33
NOD2 RIPK2 PPI	6	-1	2	-8	0	-5	-2	-2

#17 Cc1ccc2oc(=O)c3cnn(CC(=O)NCCC(C)C)c3c2c1
#18 COc1ccccc1NC(=O)CCCc1nnc2n(C)c(=O)c3sccc3n12
#19 COC(=O)C1=C(CSCc2ccccc2)NC(=O)NC1c1cc(C)ccc1C (stereo unspecified)
#20 COc1cc(/C=N/NC(=O)c2cccc([N+](=O)[O-])c2)ccc1OCc1ccccc1
#21 COc1cccc(CC(=O)Nc2nc(C)cs2)c1
#22 Cc1ccc2c(C(=O)CN3CCCCC3CCO)c(C)[nH]c2c1 (stereo unspecified)
#23 CCn1c(C)nc2cc(C(=O)OCCC(F)(F)F)ccc21
#24 CCOC(=O)CN1C(=O)N[C@@H](c2ccccc2)C(C(C)=O)=C1C

assay / entry	17	18	19	20	21	22	23	24
NCOA3 inh	0	22	-28	-3	-18	11	-39	-10
TLR9-MyD88 inh	4	-6	-8	-6	0	11	3	-6
MC4R barr agon	0.6	-2.1	0.6	2.2	0.0	-1.3	-1.1	-2.8
MC4R antagonist	8	7	4	5	9	5	6	4
NR5A2 inv ag	2	3	-10	22	-22	6	-70	-25
LMP1 NFkB inh	5	9	-2	-2	-7	-12	-28	-2
ABHD5-PLIN5 inh	6	-2	10	-2	-1	-2	5	4
SRC2 inh	-41	-37	6	1	-44	-11	-40	.
NR2F2 inh	8	6	-5	-5	-25	-7	-23	.
NCOA1 inh	-4	-4	-1	4	-24	-6	-50	-6
NOD2 RIPK2 PPI	-8	-17	-13	5	2	-5	-13	-3

#25 CC(=O)c1sc(Nc2ccccc2)nc1C
#26 CCOC(=O)c1ccc(NC(=S)Nc2ccccc2)cc1
#27 CCCC(C(=O)Nc1cc(S(=O)(=O)N2CCOCC2)ccc1OC)c1ccccc1 (stereo unspecified)
#28 CC(C)Oc1snc(Cl)c1C(N)=O
#29 Cc1ccc(OCCNC(=O)C(C)SCC(=O)Nc2ccc(F)cc2)cc1 (stereo unspecified)
#30 C=CCn1c(C)cc(C(=O)COC(=O)c2ccc3c(c2)NC(=O)CS3)c1C
#31 Cc1ccc(C2=NN(C3=NN=C(N)Cc4ncnn43)C(O)(C(F)(F)F)C2)cc1 (stereo unspecified)
#32 CC(COS(N)(=O)=O)Cc1ccc(C(F)(F)F)cc1 (stereo unspecified)

assay / entry	25	26	27	28	29	30	31	32
NCOA3 inh	-7	-3	-3	5	-12	-24	6	-5
TLR9-MyD88 inh	.	2	-3	-3	-2	-1	-2	-3
MC4R barr agon	.	0.1	1.2	-2.4	-1.2	-1.0	-2.4	0.4
MC4R antagonist	.	8	10	0	0	11	5	-5
NR5A2 inv ag	-23	-3	-3	2	4	-16	17	-16
LMP1 NFkB inh	.	-24	-1	-6	-3	5	1	-5
ABHD5-PLIN5 inh	-2	-2	-2	1	2	-4	-2	-3
SRC2 inh	-23	-24	-4	-5	14	-5	3	-19
NR2F2 inh	-43	-17	-9	21	-12	-9	10	-17
NCOA1 inh	-10	-14	2	13	-4	-33	11	-17
NOD2 RIPK2 PPI	-10	6	2	-12	3	-6	0	-1

NCOA1 inh: what is marked active above.
#6 Cc1nnsc1C(=O)N/N=C/c1ccc2ccccc2c1O

assay / entry	6
NCOA3 inh	84*
TLR9-MyD88 inh	4
MC4R barr agon	-2.8
MC4R antagonist	2
NR5A2 inv ag	-14
LMP1 NFkB inh	48*
ABHD5-PLIN5 inh	1
SRC2 inh	18
NR2F2 inh	4
NCOA1 inh	81*
NOD2 RIPK2 PPI	-1

New compounds follow:
#33 COc1ccc(N(CC(=O)NC2CCCCC2)S(=O)(=O)c2cccnc2)cc1
#34 CN(C)c1ccc(C(=O)C(O)c2ccc(C(C)(C)C)cc2)cc1 (stereo unspecified)
#35 COc1ccc(S(=O)(=O)Nc2cccc3c2O[C@H](CN(C)S(=O)(=O)c2ccccc2)[C@@H](C)CN([C@H](C)CO)C3=O)cc1
#36 Cc1cccc(Cn2ccc(N)n2)c1
#37 CCc1cc(C(=O)N(Cc2ccccc2)c2c(N)n(CCOC)c(=O)[nH]c2=O)sc1C
#38 Cn1c(=O)[nH]c(=O)c2c1nc(N1CCCCCC1)n2Cc1cccc2ccccc12
#39 CC1(C(=O)NS(=O)(=O)c2cccc(C#N)c2)CCN1C(=O)C/C=C/c1ccccc1 (stereo unspecified)
#40 Cc1ccc(CS(=O)Cc2ccc(C(=O)NCc3ccccc3Cl)o2)cc1 (stereo unspecified)

assay / entry	33	34	35	36	37	38	39	40
NCOA3 inh	20	18	-1	15	15	9	-11	3
TLR9-MyD88 inh	1	-4	-2	-1	3	-1	.	7
MC4R barr agon	-1.6	3.5	0.3	-0.6	-1.4	-1.3	-0.5	-1.8
MC4R antagonist	2	-6	6	1	14	18	0	1
NR5A2 inv ag	0	-11	-5	-13	-28	6	5	1
LMP1 NFkB inh	7	8	-1	-5	7	1	.	-4
ABHD5-PLIN5 inh	4	4	-1	2	-1	1	11	-2
SRC2 inh	-13	18	13	1	14	17	-6	12
NR2F2 inh	-12	-25	0	12	-13	-6	11	4
NCOA1 inh	-1	-25	-2	13	-16	7	4	-1
NOD2 RIPK2 PPI	-5	-4	3	-4	-3	-8	-12	1

#41 O=C(Cc1ccsc1)NCC(c1ccco1)N1CCCCC1 (stereo unspecified)
#42 CCOC(=O)Cc1csc(NC(=S)NC(=O)C(C)(C)C)n1
#43 Cc1ccc(NC(=O)CN(C)C(=O)c2cccc(S(=O)(=O)NCc3ccco3)c2)cc1
#44 CN1CCN(C(=O)c2cc3c(C(F)(F)F)nn(C)c3s2)CC1
#45 COCCNC(=O)C(c1ccc(F)cc1)N(CCOC)C(=O)CCC(=O)Nc1nccs1 (stereo unspecified)

assay / entry	41	42	43	44	45
NCOA3 inh	7	18	5	13	6
TLR9-MyD88 inh	0	-10	-18	10	-3
MC4R barr agon	-0.2	-2.0	-1.1	-1.6	1.2
MC4R antagonist	7	4	4	-1	-2
NR5A2 inv ag	-16	9	7	2	11
LMP1 NFkB inh	6	5	-1	0	-8
ABHD5-PLIN5 inh	-3	-4	-9	1	18
SRC2 inh	-5	-12	-3	-4	-17
NR2F2 inh	14	-6	-8	10	3
NCOA1 inh	0	2	4	-5	-6
NOD2 RIPK2 PPI	10	1	-6	-2	0

Whole records, quoted from the list. Values in the order: NCOA3 inh, TLR9-MyD88 inh, MC4R barr agon, MC4R antagonist, NR5A2 inv ag, LMP1 NFkB inh, ABHD5-PLIN5 inh, SRC2 inh, NR2F2 inh, NCOA1 inh, NOD2 RIPK2 PPI
Listed for CCOC(=O)Cc1csc(NC(=S)NC(=O)C(C)(C)C)n1 → 18, -10, -2.0, 4, 9, 5, -4, -12, -6, 2, 1
Listed for CN1CCN(C(=O)c2cc3c(C(F)(F)F)nn(C)c3s2)CC1 → 13, 10, -1.6, -1, 2, 0, 1, -4, 10, -5, -2
Listed for COCCNC(=O)C(c1ccc(F)cc1)N(CCOC)C(=O)CCC(=O)Nc1nccs1 (stereo unspecified) → 6, -3, 1.2, -2, 11, -8, 18, -17, 3, -6, 0

Screening data deposited in PubChem by several laboratories.
